# Bioassay records deposited in PubChem by several laboratories.
# RBBP9 inhibitor = human RBBP9 hydrolase inhibition | inhibition, % at 7.94 µM | recombinant RBBP9, FP-Rh probe fluorescence polarization | 220,000 tested, 0.2% active;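 active means inhibition above the campaign mean of all tested compounds plus 3 SD, cut at about 14% in these data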;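 further: plate controls were DMSO wells with RBBP9 for no effect and wells lacking RBBP9 protein for full effect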
#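 Measured by – fluorescence polarization · Test system – RBBP9 protein · Input – 2.5 µM RBBP9 dispensing solution, before mixing · Measure – percent inhibition from mP, scaled between DMSO and no-protein wells · Benchmarks – DMSO-treated enzyme wells and wells lacking RBBP9 · Times – preincubation 30 min plus labeling 45 min at 25 °C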
# PPC-1+TRAIL kill = kills PPC-1 cancer cells in the presence of TRAIL; PPC-1 cells + TRAIL, ATPLite viability luminescence; cell killing (% activity), % at 4 µM; 220,000 tested, 0.41% active; AID 1443;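 active means cell killing above 50% in the first pass at 4 µM, then a duplicate retest at 5 µM averaging 50% or more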;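 further: plate controls were cells with TRAIL plus DMSO for no effect and medium-only wells lacking cells for full effect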
# NCF1 inh = blocks human p47phox regulatory protein of NADPH oxidases; AID 1274; p47phox/p22phox peptide binding, fluorescence polarization, 2 h; 220,000 tested, 0.53% active; inhibition, % at 24.7 µM;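 active means inhibition above about 30%, limit read from the data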;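 further: 0% = p47phox with labelled peptide and 100% = labelled peptide alone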
# Target sequence (P14598 whole entry, looked up): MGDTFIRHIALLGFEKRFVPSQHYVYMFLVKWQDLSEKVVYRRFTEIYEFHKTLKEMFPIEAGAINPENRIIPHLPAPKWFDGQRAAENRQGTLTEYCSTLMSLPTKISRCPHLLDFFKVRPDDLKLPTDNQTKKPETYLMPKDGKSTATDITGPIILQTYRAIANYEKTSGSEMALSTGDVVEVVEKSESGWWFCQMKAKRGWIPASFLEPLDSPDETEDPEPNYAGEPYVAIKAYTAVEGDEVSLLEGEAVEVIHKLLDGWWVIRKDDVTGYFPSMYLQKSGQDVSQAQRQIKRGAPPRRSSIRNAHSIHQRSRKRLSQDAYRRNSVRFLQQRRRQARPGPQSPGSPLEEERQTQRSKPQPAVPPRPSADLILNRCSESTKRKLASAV
# p97 ATPase inh = human p97 ATPase inhibition | P55072 | recombinant p97 ATPase, Kinase-Glo ATP luminescence, 3 h | inhibition, % at 8 µM | 220,000 tested, 0.42% active | AID 1481; in the data active means inhibition above about 15%;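 further: 0% = DMSO vehicle and 100% = wells lacking enzyme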
# Furin inhibitor = blocks human furin protease activity; P09958; purified furin, fluorogenic substrate cleavage; inhibition, % at 30 µM; 220,000 tested, 0.061% active; AID 463115; in the data active means inhibition above about 25%; further: inactives centre near -15
# Target sequence (P09958 108-714 limits assumed): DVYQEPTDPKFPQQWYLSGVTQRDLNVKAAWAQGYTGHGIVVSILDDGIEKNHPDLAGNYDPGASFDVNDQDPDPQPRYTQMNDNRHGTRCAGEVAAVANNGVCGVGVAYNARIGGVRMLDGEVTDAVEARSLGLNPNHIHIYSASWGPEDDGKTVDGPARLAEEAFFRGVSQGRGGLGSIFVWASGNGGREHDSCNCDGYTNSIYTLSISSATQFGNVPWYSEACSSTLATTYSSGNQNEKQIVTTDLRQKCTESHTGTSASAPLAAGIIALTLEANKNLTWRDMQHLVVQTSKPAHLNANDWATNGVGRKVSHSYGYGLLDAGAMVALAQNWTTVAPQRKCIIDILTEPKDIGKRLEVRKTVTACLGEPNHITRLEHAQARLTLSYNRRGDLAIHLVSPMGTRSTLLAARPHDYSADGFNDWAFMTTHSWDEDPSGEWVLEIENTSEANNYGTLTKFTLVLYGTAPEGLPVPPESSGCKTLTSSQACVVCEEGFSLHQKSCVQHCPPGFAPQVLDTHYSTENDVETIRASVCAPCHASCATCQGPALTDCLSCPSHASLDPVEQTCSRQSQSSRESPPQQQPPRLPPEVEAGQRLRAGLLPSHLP
# Ba/F3 V617F tox = reduce viability of Ba/F3 cells dependent on JAK2V617F | Ba/F3 EpoR-JAK2V617F viability, ATP luminescence | inhibition, % at 5.6 µM | 220,000 tested, 1.1% active;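 active means inhibition above the campaign mean plus 3 SD over all tested compounds, cut at about 24% in these data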;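 further: cytokine-independent growth of Ba/F3 cells driven by EpoR plus mutant JAK2; 0% = DMSO-treated cells and 100% = JAK inhibitor I control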
# BaF3 parental = counter-screen for JAK2V617F inhibitors: parental Ba/F3 viability inhibitors; CellTiter-Glo ATP luminescence; inhibition, % at 5.6 µM; 220,000 tested, 1.1% active;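 active means inhibition above a per-campaign cutoff, the mean inhibition of all tested compounds plus 3 SD, cut at about 27% in these data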;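 further: 0% = DMSO wells and 100% = JAK Inhibitor I control wells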
# PGE2 EP2 inh = EP2 receptor (human) inhibition. P43116. C6 glioma cells expressing human EP2, cAMP TR-FRET; cells stimulated with saturating PGE2. inhibition, % at 25 µM. 260,000 tested, 0.52% active;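 active means percent inhibition above 40 after rounding to a whole number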;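 further: rat C6 glioma host cells with rolipram phosphodiesterase inhibitor present; the protocol text gives 20 µM as final concentration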
# TbHK1 inh = blocks Trypanosoma brucei hexokinase 1 activity | 220,000 tested, 0.11% active | AID 1430 | recombinant TbHK1, G6PDH-coupled NADH A340 | inhibition, % at 10 µM;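 active means inhibition of 50% or more in the single-dose primary screen; inactive means inhibition below 50%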
# Numbers without * were called inactive; . = no result given; [ ] = dose if it differs, or a comment.
# Value order: RBBP9 inhibitor	PPC-1+TRAIL kill	NCF1 inh	p97 ATPase inh	Furin inhibitor	Ba/F3 V617F tox	BaF3 parental	PGE2 EP2 inh	TbHK1 inh
> Cc1c(F)cccc1NS(=O)(=O)c1ccc2c(c1)c(=O)n(C)c(=O)n2C
 : -4	12	-1	0	-21	5	12	2	-5
> COc1ccccc1N=CC=C1OC(C)(C)C(C)(C)O1
 : -9	-9	0	4	-32	3	4	9	-6
> N#Cc1c(NC(=O)C2CCCO2)sc2c1CCCCCC2 (stereo not given)
 : -6	21	-4	1	-13	-3	-1	10	-3
> Cc1ccc(S(=O)(=O)Nc2c3ccccc3nc(=O)n2-c2ccccc2)cc1
 : 3	1	-3	0	-27[20 µM]	0	8	17	-13
> CC(C)c1ccc(NC(=O)C2CC(=O)N(C(C)C)C2)cc1 (stereo not given)
 : -6	-8	-3	0	-12[20 µM]	3	5	7	-4
> Cc1ccc(/C=C/C(=O)NCc2cccs2)o1
 : 0	18	3	2	-4	-1	1	6	-24
> N#CCCn1[nH]c(-c2ccccc2)cc1=O
 : 3	12	-1	22*	-27	-1	8	7	1
> CCCOc1ccc(CSc2ncn[nH]2)cc1
 : 6	2	-1	4	-4[20 µM]	-2	0	.	-1
> O=C(Nc1ccc(F)c(Cl)c1)N1CCCC1
 : 2	22	2	0	-8	8	7	2	-4
> COc1ccc(CNC(=O)COC(=O)/C=C/c2cccs2)cc1
 : -3	-1	-19	-2	-21	2	3	9	-23
> COC(=O)c1ccc2nc(NC(=O)C3CCCCC3)sc2c1
 : -5	5	1	6	-25	-2	5	8	0
> Cc1cccc(C(=O)NNc2ncnc3c2cnn3C)c1
 : -8	11	1	4	-27	-1	4	5	-3
> N/C(CCS(=O)(=O)c1ccc(Cl)cc1)=N\OC(=O)c1ccccc1C(F)(F)F
 : -2	31	-11	2	-18	-3	0	13	-5
> O=C1c2ccccc2C(=O)N1OCc1ccccc1
 : 3	37	-1	4	7[20 µM]	-4	-2	5	0
> O=C(NCCN1C(=O)C2C3C=CC(C3)C2C1=O)NCc1ccccc1 (stereo not given)
 : -12	12	-10	-9	-21	-1	2	4	-8
> COc1ccc(N2CCN(C(=S)NC(C)c3ccccc3)CC2)cc1 (stereo not given)
 : 2	-7	-10	1	-24	-2	7	5	3
> Cn1c(Cn2nnc3ccccc32)nnc1SCC(=O)N1CCc2ccccc21
 : 7	-4	1	6	-25	-4	0	14	-5
> CCOC(=O)c1ccc(NC(=S)Nc2cccc(N)n2)cc1
 : -1	3	-15	-1	-4	7	4	9	-20
> Cc1ccc(C)c(N2CCN(C(=O)c3cn(C)c4ccc(S(=O)(=O)N(C)C)cc4c3=O)CC2)c1
 : -10	-4	-1	-6	-12	1	8	6	-36
> CCOC(=O)C(C)Sc1ncnc2c1c(-c1ccccc1)cn2-c1ccc(OC)cc1 (stereo not given)
 : -6	-12	-2	0	-15	0	5	16	-13
> Cc1ccc(O)c(C(=O)c2cnc3c(c2)CN(CCC(C)C)C(=O)N3)c1
 : -7	6	-16	3	-6	-3	3	10	-21
> COc1ccc(NC(=O)CCN2C(=O)C3C4CCC(C4)C3C2=O)cc1 (stereo not given)
 : -15	33	10	-6	-2	5	8	4	38
> Cc1ccc2cc(CN(CC3CCCO3)C(=S)NCc3ccco3)c(=O)[nH]c2c1C (stereo not given)
 : 2	-3	-7	2	-19	1	7	12	-11
> CCN(CC)C(=O)C1CC(=O)OC12CCCCC2 (stereo not given)
 : -13	38	-15	-7	0[20 µM]	1	1	9	6
> CCN(CC)C(=O)CN1C(=O)C(=O)c2ccccc21
 : -10	5	-4	6	-18	4	6	4	-4
> COc1ccc(C)cc1NC(=S)Nc1ccccc1SC
 : -3	-1	-8	4	-19	-4	-2	14	-2
> CCC(C)c1ccccc1OCCn1ccnc1 (stereo not given)
 : -7	22	5	-5	-8	5	11	6	28
> O=C(NCc1cccnc1)c1ccc(COc2ccc(Cl)cc2)cc1
 : 7	-11	-12	-1	-17	1	7	8	-2
> CCC(C)[C@H](NC(=O)NCCCc1ccccc1)C(=O)OC (stereo not given in full)
 : -6	9	0	0	-17[20 µM]	-2	5	2	4
> CCOC(=O)c1ccc(CNCc2ccc(C)cc2)cc1
 : -2	4	-6	-7	-4	7	13	2	3
> Cc1ccc(NC(=O)COC(=O)/C=C/c2cccc(Cl)c2)cc1S(=O)(=O)N1CCOCC1
 : -19	17	-14	-1	-20	1	4	8	-10
> COc1ccc(C(=O)OCC(=O)Nc2ccc(F)cc2F)cc1OC
 : -7	-23	-3	-7	-5[20 µM]	6	3	7	3
> CCC(=O)Nc1cccc(-n2nnnc2SCC(=O)c2ccc(C)c(C)c2)c1
 : -10	8	-4	5	-14	-6	3	9	23
> O=C1CC(c2ccc(F)cc2)CC2=C1C=Nc1ccccc1N2 (stereo not given)
 : -10	10	-1	2	-29	-3	6	15	-4
> COc1cc(OC)c(C2=NOC(C(=O)N3CCCc4ccccc43)C2)cc1Cl (stereo not given)
 : -1	28	-22	2	-12[20 µM]	-3	2	3	-11
> COc1cccc(/C=N/NC(=O)c2c(C)nc3ccc(Br)cn23)c1O
 : -7	47	0	5	-31	24*	7	13	1
> COc1ccc(S(=O)(=O)Nc2ccc3c(c2)OCO3)cc1C
 : -12	3	-1	-4	-9[20 µM]	4	9	6	11
> O=C(Nc1cc2c(=O)n(-c3ccc(Oc4ccccc4)cc3)ccc2oc1=O)c1ccccc1
 : -6	3	-12	0	-18	0	4	6	-7
> COc1ccccc1N1CCN(C(=O)Cc2cccs2)CC1
 : -6	2	-14	-4	-8	9	9	5	9
> O=C(CC(C(=O)O)c1ccc(Cl)cc1)c1ccccc1 (stereo not given)
 : 6	17	7	3	-18	-2	1	9	0
> O=C1CCSc2ccc(Cl)cc2N1Cc1ccc(Cl)cc1
 : -1	11	-7	-1	-15[20 µM]	1	2	1	7
> CC1(C)CC(=O)c2cnc(NC(=O)CCc3ccccc3)nc2C1
 : -1	6	-3	-2	-16[20 µM]	95*	-1	11	5
> Fc1ccccc1CNc1ccc(Cl)c(Cl)c1
 : -8	-3	-2	-8	0[20 µM]	4	4	5	4
> CCOC(=O)c1oc2ccccc2c1NC(=O)c1cccs1
 : -10	9	-20	2	-9	-1	3	9	16
> Cc1noc(COc2ccc(OCc3nc(C)no3)cc2)n1
 : 1	6	0	0	-19	-1	1	6	-1
> O=C(CNC(=O)c1ccc(-c2ccccc2)cc1)OCc1c(Cl)cccc1Cl
 : 0	8	-15	3	-21	-3	4	4	-2
> O=S(=O)(NC1CCCCC1)c1ccc(F)c2ccccc12
 : -3	11	-5	-6	-7[20 µM]	0	7	5	3
> O=C(COC(=O)/C=C/c1ccco1)NCc1ccccc1Cl
 : -8	13	-4	1	-12	-2	-1	4	-12
> Nc1ccc2nc(N3CCOCC3)sc2c1
 : -1	12	-11	3	-13	1	3	11	-2
> O=C(NC(=S)N1CCOCC1)C12CCC3CC(CC(C3)C1)C2
 : 0	33	-12	9	-26	-2	2	-2	2

# (more compounds)
# Value order: RBBP9 inhibitor	PPC-1+TRAIL kill	NCF1 inh	p97 ATPase inh	Furin inhibitor	Ba/F3 V617F tox	BaF3 parental	PGE2 EP2 inh	TbHK1 inh
> COc1ccc(-n2cnnc2SCC(=O)Nc2cccc([N+](=O)[O-])c2)cc1
 : -13	5	-8	0	-21	2	2	2	-4
> COc1cc(OC)c2c(=O)cc(-c3ccccc3)oc2c1
 : -9	36	1	-6	-9	1	-4	.	-27
> COc1ccc(C2SCC(=O)N2CC23CC4CC(CC(C4)C2)C3)cc1 (stereo not given)
 : -7	-2	-11	-9	-3[20 µM]	2	6	4	5
> CCOC(=O)c1cccc(Nc2nc(C)cc(C)n2)c1
 : -3	21	-6	-5	-8[20 µM]	6	11	10	1
> Cc1nc2c3cc(F)ccc3n(CCN3CCCCC3)c2s1
 : 6	5	-14	-3	-18	-1	5	-1	-8
> C=CCn1c(N)c(-c2nc3ccccc3n2C)sc1=S
 : 4	-12	-37	2	-21[20 µM]	3	8	10	-5
> COC(=O)C1C(O)=C(C(C)=N)C(=O)CC1(C)C (stereo not given)
 : -10	-3	-9	1	-12	-2	0	5	0
> CC(C)(C)c1ccc(C(=O)c2c[nH]c(C(=O)NCCCn3ccnc3)c2)cc1
 : -5	24	6	-4	-9	7	7	2	7
> CSc1ccc(Cn2nnc(C(=O)NCCc3ccc(Cl)cc3)c2N)cc1
 : 2	8	-18	5	-31	0	-6	5	-17
> CCOP(=O)(c1ccccc1)C1(C#N)CC1 (stereo not given)
 : -1	7	-10	1	-33	0	2	6	-5
> COC(=O)c1ccc(-c2nc(O)c(C)s2)cc1
 : -1	4	-11	5	-21	-1	5	4	-7
> CC(=O)NCCCC(=O)NC(CCC(=O)OCc1ccccc1)C(=O)OCc1ccccc1 (stereo not given)
 : -3	8	2	3	-28	-3	2	3	0
> Cn1c(-c2ccc(C(C)(C)C)cc2)n[nH]c1=S
 : -9	29	-12	-1	-20[20 µM]	0	-1	19	-9
> O=C1c2ccccc2C(=O)N1CC1c2ccccc2CCN1S(=O)(=O)c1cnc[nH]1 (stereo not given)
 : -5	-1	-4	5	-28	-1	7	10	1
> COc1cc2c(cc1/C=C1/NC(=O)N(c3ccccc3)C1=O)OCO2
 : -10	19	-29	4	-25	0	11	12	17
> C/C(=C/CCC(C)[C@H]1CC[C@@]2(C)C3=C(CC[C@]12C)[C@@]1(C)CCC(=O)C(C)(C)[C@@H]1CC3)C(=O)O (stereo not given in full)
 : -6	12	0	-4	-13	3	6	6	67*
> Cc1cc(NC(=O)c2oc3ccccc3c2C)ccc1-n1cnnn1
 : -9	12	-44	-1	-13	2	8	20	5
> Cc1cc(Cl)ccc1OCC(=O)NCC(=O)N/N=C/c1ccco1
 : -7	6	-11	4	-37	-3	2	10	-2
> CCOC(=O)c1ccc(-c2cccc(C(F)(F)F)c2)nc1C
 : -11	-11	-11	-2	-19[20 µM]	-2	1	7	2
> N#Cc1ccc(-c2csc(NNC(=O)c3ccccc3)n2)cc1
 : -2	9	-2	6	-20[20 µM]	-3	4	21	-2

# Overlap with the part before: two compounds; new compounds follow.
# Value order: RBBP9 inhibitor	PPC-1+TRAIL kill	NCF1 inh	p97 ATPase inh	Furin inhibitor	Ba/F3 V617F tox	BaF3 parental	PGE2 EP2 inh	TbHK1 inh
> CCOC(=O)c1ccc(-c2cccc(C(F)(F)F)c2)nc1C
 : -11	-11	-11	-2	-19[20 µM]	-2	1	7	2
> N#Cc1ccc(-c2csc(NNC(=O)c3ccccc3)n2)cc1
 : -2	9	-2	6	-20[20 µM]	-3	4	21	-2
> Cn1c(=O)c(=O)n(C)c2cc(S(=O)(=O)N3CCCCC3)ccc21
 : -1	12	-7	5	3[20 µM]	-3	2	3	-14
> O=c1[nH]ncc2c3ccccc3n(Cc3ccccc3)c12
 : -8	-1	9	2	-32	0	5	14	8
> O=S(=O)(NCC(c1cccnc1)N1CCN(c2ccc(F)cc2)CC1)c1cccs1 (stereo not given)
 : -6	-7	-1	-3	-14	3	5	7	2
> O=C(c1cc2c(ccc3ccccc32)oc1=O)N1CCN(CCO)CC1
 : -1	10	-8	-1	-188	-2	2	3	-33
> CCOc1ccc(OCCCC(=O)NC2=NCCS2)cc1
 : 0	25	-9	0	-5[20 µM]	-4	-1	3	2
> CC(C)(C)c1ccc(C(CC(=O)O)NC(=O)Cc2ccc(F)cc2)cc1 (stereo not given)
 : -1	0	0	2	-6	0	3	12	1
> O=C(COC(=O)c1cccc(S(=O)(=O)N2CCc3ccccc32)c1)NCc1ccco1
 : -2	16	1	1	-22	-1	4	8	-3
> O=C(COc1ccc([N+](=O)[O-])cc1)Nc1nnc(-c2cccnc2)s1
 : -4	10	-20	-6	-7	-1	-2	20	-28
> Cc1cc(N)ccc1-n1c(C)ccc1C
 : 31*	-6	-6	3	-19	-1	5	6	3

# These rows are one share of the data; the hit share may differ from the screen's.
